Statin myotox sup – suppressors of statin myotoxicity in C2C12 myotubes, primary screen, cell-based, single point, plate reader. C2C12 myotubes + simvastatin, ATP luminescence, 48 h; scaled: DMSO 0, geranylgeraniol control 100. rescue of ATP level, % at 7.49 µM. 330,000 compounds, 0.78% hits. AID 602340, 2012;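 active means mean ATP rescue above about 67%, or every replicate alone reaching that limit, limit read from the data, passing the limit was not always enough; inconclusive means no clear call, values can overlap the other calls; inactive means mean under the limit and some replicate under it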;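 further: myotubes were challenged with 10 µM simvastatin during compound exposure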
Cneo AK release – Cryptococcus neoformans cell lysis inducers, primary screen, AK release luminescence, single concentration; C. neoformans lysis, adenylate kinase release luminescence, 4 h; normalised: neutral wells 0, clomiphene wells 100; 360,000 compounds, 0.2% hits; lysis activity, % at 15 µM; AID 651654, 2012;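 active means mean lysis activity across replicates of at least 80%, whatever share of replicates individually reach that level; inactive means mean lysis activity below 80%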
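Test system: log-phase Cryptococcus neoformans yeast cells; Quantity: yeast cell density of 5 × 10^6 cells/mL; Buffer or medium: YPD; Doses: single compound concentration per well; Timing: 4 h at 37 °C static, read 1 h later; Measured by: AK luminescence; Read-out basis: lysis from increased AK signal; Control set: Clomiphene as positive control.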
PglD DTNB – C. jejuni PglD acetyltransferase inhibitors, primary screen, biochemical, DTNB colorimetric, single point; 360,000 compounds, 0.098% hits; inhibition, % at 12.5 µM; purified PglD enzyme, DTNB colorimetric CoA detection; UDP-N-acetylbacillosamine N-acetyltransferase PglD (Campylobacter jejuni); in the data active means inhibition above about 16%, passing the limit was not always enough; inconclusive means no clear call, values can overlap the other calls; further: strong numbers were not always called active
PGC1a acetyl inh – inhibitors of PGC1a acetylation signal, primary screen, cell-based, U2OS, AlphaScreen, inhibitor mode; AlphaScreen anti-acetyl-lysine; with virally co-expressed GCN5 acetyltransferase; inhibition, % at 15.6 µM; 350,000 compounds, 0.17% hits;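 active means every replicate shows inhibition of at least 40%; inconclusive means mean inhibition at least 40% but some replicate below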;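 further: 0% = neutral control wells and 100% = positive control wells; some results beyond the cut were filed as inactive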
PAX8 inh HTS – inhibitors of PAX8-driven TPO luciferase reporter, primary screen, RMG-I cells, single concentration | SteadyGlo, 24 h | inhibition, % at 12.6 µM | 360,000 compounds, 1.2% hits;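 active means mean replicate inhibition at least 60% with every replicate also reaching 60%; inconclusive means only one of the two criteria is met; inactive means mean below 60% and not all replicates reaching 60%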;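 further: luciferase light reporting Pax8 driven TPO promoter activity; plate controls were median of neutral control wells for no effect and mitoxantrone controls for full effect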
ARNT-TACC3 inh – disruptors of ARNT/TACC3 protein interaction, primary screen, biochemical, AlphaScreen, single concentration | AID 623870, 2012 | Transforming acidic coiled-coil-containing protein 3 (Homo sapiens), Q9Y6A5 | inhibition, % at 9.99 µM | 390,000 compounds, 0.66% hits | AlphaScreen His-ARNT PAS-B/GST-TACC3 binding, luminescence; TACC3 fragment carries E629A point mutation;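 active means mean inhibition of replicates at least 50% and at least half of replicates each reaching 50%; inconclusive means half or more replicates reach 50% but mean below 50%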;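 further: 0% = complete ARNT plus TACC3 wells and 100% = ARNT alone without TACC3; many hits fall short of the cut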
LGR2 antag – inhibitors of bursicon-induced LGR2 CRE-luciferase signal, primary screen, cell-based, HEK293, CRE-luciferase reporter, bursicon stimulation; 380,000 compounds, 0.35% hits; AID 720647, 2013; bursicon-stimulated, 4 h; inhibition, % at 9.99 µM; Drosophila bursicon receptor LGR2 (rickets);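 active means drop in luminescence signal, shown as inhibition above about 50% in the replicate tests, limit read from the data, passing the limit was not always enough; inconclusive means probably only some replicates passing the limit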;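 further: agonist challenge used bursicon conditioned medium at about half maximal strength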
INS-1E GSIS act – GLuc luminescence reporter in INS-1E cells, primary screen for activators of glucose-dependent secretion of insulin; INS-1E GLuc reporter insulin secretion, 2-3 h; activation, % at 16.6 µM; 370,000 compounds, 0.61% hits;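 active means lowest replicate activation of at least 40%, so every replicate reaches that level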;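 further: 0% = median of neutral control wells and 100% = median of IBMX positive control wells; some compounds called inactive have numbers as strong as hits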
Starred values were filed as active, the others as inactive; ? = inconclusive; · = not tested or not shown; & = joins results of further samples.

1	CSc1ccccc1NC(=O)c1cc(-c2cccnc2)nc2ccc(Br)cc12
2	O=C(CSCc1cnn(-c2ccccc2)c1-n1cccc1)NCCN1CCOCC1
3	Cn1c(CNC(=O)c2ccccc2F)nnc1SCC(=O)NCc1ccccc1
4	CC1CCC(C(C)C)C2=C1C(C#N)(C#N)C(C#N)(C#N)C(c1ccccc1)N2 (stereo not given)
5	Cc1ccc([N+](=O)[O-])cc1S(=O)(=O)N1CCCN(C)CC1
6	CC(=O)c1ccc(NC(=O)c2cn(-c3ccccc3)nc2-c2ccncc2)cc1
7	CCn1c(O)c(N=NC2=NC(=O)CS2)c2cc(C)ccc21
8	CCOc1ccc(S(=O)(=O)N2CCCCC2)c2ccccc12

screen / no.	1	2	3	4	5	6	7	8
Statin myotox sup	-47	·	·	-26	16	-8	2	10
Cneo AK release	1	7	·	-2	0	-10	-1	3
PglD DTNB	-1	3	·	5	0	-2	-4	-1
PGC1a acetyl inh	1	9	·	7	·	26	-1	-24
PAX8 inh HTS	3	·	8	·	13	·	·	10
ARNT-TACC3 inh	-3	7	-5	0	-7	·	8	·
LGR2 antag	-2	·	28	·	-1	·	·	·
INS-1E GSIS act	14	·	7	·	-8	·	·	·

9	C=CCOc1ccc(C2NC(=S)NC3=C2CCc2ccccc23)cc1 (stereo not given)
10	Cc1ccc(NC(=O)CN(C)Cc2cccs2)cc1Cl
11	COc1ccc(-c2cn3ccccc3n2)cc1OC
12	CC1CCN(CC(=O)NCc2ccccc2)CC1
13	O=C(c1ccccn1)N1C[C@@H]2N[C@H](C1)C2c1ccc(-c2ccccc2F)cc1 (stereo not given in full)
14	O=c1[nH]c(=O)n(C(c2ccccc2)c2ccccc2)cc1Br
15	O=C(NCC1CC1)c1csc(COCCO)n1
16	O=C(OCc1nnc(-c2ccccc2)o1)c1cc(S(=O)(=O)N2CCOCC2)c(Cl)cc1Cl

screen / no.	9	10	11	12	13	14	15	16
Statin myotox sup	18	5	-24	5	·	12	4	-2
Cneo AK release	3	0	-2	-3	·	·	0	1
PglD DTNB	12	-2	5	-1	·	·	1	-2
PGC1a acetyl inh	10	0	-3	·	-8&-8	-4	-3	10
PAX8 inh HTS	-15	-34	·	·	?	-6	1	·
ARNT-TACC3 inh	-10	-6	-17	5	·	1	·	23
LGR2 antag	·	-7	·	·	33&3	-3	4	·
INS-1E GSIS act	·	-10	·	·	-1&-13	-4	0	·

17	CCOC(=O)NC1(C(F)(F)F)C(=O)NC(C)=C1C#N (stereo not given)
18	CC(=O)c1cc2c(cc1NS(=O)(=O)c1ccc(F)cc1)OCO2
19	COc1ccc(/C=C/C(=O)Nc2cc(C)on2)cc1
20	CCOC(=O)c1nn(-c2ccccc2)c(=O)cc1SC(C)CC (stereo not given)
21	C[C@H](CO)N1C[C@H](C)[C@@H](CN(C)Cc2ccc3c(c2)OCO3)Oc2ccc(NC(=O)Cn3cnnn3)cc2C1=O
22	Cc1ccc(CC(=S)N2CCOCC2)cc1
23	C=C(C)COc1ccc(-c2n[nH]c(C)c2-c2ccc(OC)c(OC)c2)c(O)c1
24	Cc1cccc(C(=O)O/N=C(\N)c2ccccn2)c1

screen / no.	17	18	19	20	21	22	23	24
Statin myotox sup	·	·	·	21	2&1	124*	-102	-41
Cneo AK release	2	·	·	1	5&1	3	-2	-9
PglD DTNB	-5	·	·	5	2&0	7	2	2
PGC1a acetyl inh	-10	·	·	·	1&3	14	-11	2
PAX8 inh HTS	·	-1	-136	·	11	13	27	84*
ARNT-TACC3 inh	1	-4	-4	0	-4&-1	·	3	·
LGR2 antag	·	29	-35	·	-3&2	-3	-5	100*
INS-1E GSIS act	·	17	15	·	26&13	6	-12	-3

25	COc1ccc(/C=N/Nc2ccccn2)cc1O
26	CC(C)C(=O)N(Cc1ccccc1)c1ccccn1
27	Cc1cc(C)cc(NC(=O)N2CCc3ccccc3C2)c1
28	COC(=O)N1C(=O)[C@](c2ccccc2)(C2CCCC2)N1C(=O)OC
29	COc1ccc(CCNC(=O)C(=O)Nc2nccs2)cc1OC
30	COc1ccccc1NC(=O)N1C[C@H]2[C@@H](c3ccccc31)[C@@H](CO)N2C(=O)c1ccccc1
31	Fc1ccccc1/C=N/Nc1nc(N2CCCCC2)nc(N2CCCCC2)n1
32	Cc1ccc(C(=O)Nc2cccc(C(F)(F)F)c2)cc1Nc1ncnc2nc[nH]c12

screen / no.	25	26	27	28	29	30	31	32
Statin myotox sup	-3	10	8	-3	34	10	·	-12
Cneo AK release	·	-3	-3	-3	7	-6	·	0
PglD DTNB	·	-2	-1	4	-2	0	·	-1
PGC1a acetyl inh	4	-1	·	12	-10	-2	10	4
PAX8 inh HTS	-125	·	-75	17	-30	7	-5	39
ARNT-TACC3 inh	26*	-4	-3	-3	-4	-7	-2	·
LGR2 antag	-50	·	-45	20	·	2	10	11
INS-1E GSIS act	·	·	0	·	·	-11	-9	-27

A second format for part of the listing above:
Value order – Statin myotox sup	Cneo AK release	PglD DTNB	PGC1a acetyl inh	PAX8 inh HTS	ARNT-TACC3 inh	LGR2 antag	INS-1E GSIS act
#14 O=c1[nH]c(=O)n(C(c2ccccc2)c2ccccc2)cc1Br
  12	·	·	-4	-6	1	-3	-4
#15 O=C(NCC1CC1)c1csc(COCCO)n1
  4	0	1	-3	1	·	4	0
#16 O=C(OCc1nnc(-c2ccccc2)o1)c1cc(S(=O)(=O)N2CCOCC2)c(Cl)cc1Cl
  -2	1	-2	10	·	23	·	·
#17 CCOC(=O)NC1(C(F)(F)F)C(=O)NC(C)=C1C#N (stereo not given)
  ·	2	-5	-10	·	1	·	·
#18 CC(=O)c1cc2c(cc1NS(=O)(=O)c1ccc(F)cc1)OCO2
  ·	·	·	·	-1	-4	29	17
#19 COc1ccc(/C=C/C(=O)Nc2cc(C)on2)cc1
  ·	·	·	·	-136	-4	-35	15
#20 CCOC(=O)c1nn(-c2ccccc2)c(=O)cc1SC(C)CC (stereo not given)
  21	1	5	·	·	0	·	·
#21 C[C@H](CO)N1C[C@H](C)[C@@H](CN(C)Cc2ccc3c(c2)OCO3)Oc2ccc(NC(=O)Cn3cnnn3)cc2C1=O
  2&1	5&1	2&0	1&3	11	-4&-1	-3&2	26&13
#22 Cc1ccc(CC(=S)N2CCOCC2)cc1
  124*	3	7	14	13	·	-3	6
#23 C=C(C)COc1ccc(-c2n[nH]c(C)c2-c2ccc(OC)c(OC)c2)c(O)c1
  -102	-2	2	-11	27	3	-5	-12
#24 Cc1cccc(C(=O)O/N=C(\N)c2ccccn2)c1
  -41	-9	2	2	84*	·	100*	-3
#25 COc1ccc(/C=N/Nc2ccccn2)cc1O
  -3	·	·	4	-125	26*	-50	·
#26 CC(C)C(=O)N(Cc1ccccc1)c1ccccn1
  10	-3	-2	-1	·	-4	·	·
#27 Cc1cc(C)cc(NC(=O)N2CCc3ccccc3C2)c1
  8	-3	-1	·	-75	-3	-45	0
#28 COC(=O)N1C(=O)[C@](c2ccccc2)(C2CCCC2)N1C(=O)OC
  -3	-3	4	12	17	-3	20	·
#29 COc1ccc(CCNC(=O)C(=O)Nc2nccs2)cc1OC
  34	7	-2	-10	-30	-4	·	·

(cont.)
33	CNC(=O)C[C@@H]1CC[C@@H]2[C@@H](COc3ccc(NC(=O)C(C)C)cc3C(=O)N2C)O1
34	Cn1c(O)c(N=NC(=O)CNC(=O)c2ccccc2)c2cc(Br)ccc21
35	COc1ccc(Nc2nc(N)nc(CSc3nncn3C)n2)cc1
36	COCCNC(=O)C1CC(c2cccc(OC)c2)=NO1 (stereo not given)
37	CO[C@H]1CN(C)C(=O)c2ccc(NS(=O)(=O)c3ccc(F)cc3)cc2OC[C@H](C)NC[C@H]1C
38	CCCCn1c(C23CC4CC(CC(C4)C2)C3)n[nH]c1=S
39	COc1ccc2[nH]c(C)c(CCN3C(=O)OC(C)(C)C3(C)O)c2c1 (stereo not given)
40	CNC(=O)c1cc(C(=O)c2ccccc2Br)c[nH]1

screen / no.	33	34	35	36	37	38	39	40
Statin myotox sup	-24	-46	24	·	1	-6	-7	-21
Cneo AK release	·	1	-1	·	-1	32	10	0
PglD DTNB	·	-6	-3	·	-3	-4	-3	-7
PGC1a acetyl inh	6	3	5	9	-10	-13	·	-4
PAX8 inh HTS	-28	-4	-31	·	-3	-8	17	-6
ARNT-TACC3 inh	·	9	-12	-3	0	1	1	-2
LGR2 antag	-13	-19	·	4	5	-13	-13	8
INS-1E GSIS act	-2	31	·	16	8	·	-32	-2

41	Cc1ccccc1Oc1ncnc2oc(-c3ccccc3)cc12
42	O=C(C[C@H]1C=C[C@@H](NC(=O)Nc2ccc3c(c2)OCO3)[C@H](CO)O1)NCCCN1CCOCC1
43	CCc1cc(C)cc(OCCNC(=O)c2ncn[nH]2)c1
44	CC(C)NC(=O)Nc1ccc2c(c1)CC(=O)N([C@H](C)CO)C[C@H](C)[C@H](CN(C)S(=O)(=O)c1cn(C)cn1)O2
45	Cc1c(C(=O)N/N=C/c2ccccn2)nnn1-c1nonc1N
46	COc1ccc(NC(=O)CNC(=O)C2CCCCC2)cc1OC
47	Cc1cc(C)c2c(CN3CCN(c4ccccc4)CC3)cc(=O)oc2c1
48	Nc1sccc1C(=O)c1ccc(Cl)cc1
49	Cc1cc(C(=O)NNC(=O)c2ccccc2O)c(C)o1
50	COC(=O)c1c(C)[nH]c(C(=O)OC(C)C(=O)N(C)C2CCCCC2)c1C (stereo not given)
51	CCC(=O)Nc1ccc2c(c1)OC[C@@H](C)N(C(=O)c1cnccn1)C[C@H](C)[C@@H](OC)CN(C)C2=O

screen / no.	41	42	43	44	45	46	47	48	49	50	51
Statin myotox sup	5	-3	15	-16	0	-15	1	-5	3	10	3
Cneo AK release	1	0	1	1	10	-2	1	0	-1	1	-5
PglD DTNB	3	0	0	-2	5	1	0	0	1	1	-1
PGC1a acetyl inh	-14	-6	6	0	-12	-2	2	20	4	·	4
PAX8 inh HTS	·	-9	·	-25	-19	1	10	·	-19	-10	-5
ARNT-TACC3 inh	25	1	33	-4	43*	6	·	-1	0	-2	-4
LGR2 antag	-23	-3	-5	4	-6	1	-5	1	-4	12	-10
INS-1E GSIS act	-18	-1	12	2	-24	25	-9	-12	-6	-18	-5

Screening data as filed in PubChem.
